Screens (PubChem)
Pol iota inh = DNA polymerase iota (human) inhibition. Q9UNA4. Pol iota fluorescent replication assay, 10 min. Potency, µM (doses to about 115 µM), for the others: top-dose activity, negative = inhibition, hits mostly inhibitors. 1% of 390,000 active; further: potency means the concentration at half of the fitted maximal effect
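Pol iota at 10 nM preincubated 15 min with compounds at room temperature; reaction started with fluorescent substrate, 50 nM final. Fluorescence read kinetically at 0 and 10 min; buffer-only wells as negative control.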
Apoferritin bind = binds horse apoferritin like a general anesthetic. P02791. apoferritin/1-aminoanthracene competitive binding, fluorescence. Potency, µM (top dose mostly 77.5 µM), for inactives: at the highest dose activity change, negative = displacement, most hits filed as inhibitors. 0.074% of 350,000 active. AID 485281; further: potency means the concentration at half of the fitted maximal effect; on the % scale 0 is the no-effect control and ±100 the full control effect; nearly all actives have a fitted effect of over 20% in size
Target sequence (P02791 2-175 limits assumed): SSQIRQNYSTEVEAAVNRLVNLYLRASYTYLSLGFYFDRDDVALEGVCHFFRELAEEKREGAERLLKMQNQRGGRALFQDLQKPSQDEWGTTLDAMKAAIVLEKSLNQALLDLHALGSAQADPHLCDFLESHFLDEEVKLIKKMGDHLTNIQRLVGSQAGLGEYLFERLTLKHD
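10 uM apoferritin + 50% sat. 1-AMA, PBS; cpd 10 min RT; Ex380/Em535 endpoint; normalized to free probe vs complex; 4-param Hill fit; propofol titration as pos. ctrl.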
POLH inh = DNA polymerase eta (human) inhibition; Q9Y253; recombinant Pol eta, fluorescent DNA replication assay; 1.2% of 390,000 active; Potency, µM (titrated, usually from 114 µM), without a hit: at the highest dose activity change, negative = inhibition, most hits filed as inhibitors; AID 588591; further: potency means the concentration at half of the fitted maximal effect; on the % scale 0 is the no-effect control and ±100 the full control effect
Target sequence (Q9Y253 whole entry, looked up): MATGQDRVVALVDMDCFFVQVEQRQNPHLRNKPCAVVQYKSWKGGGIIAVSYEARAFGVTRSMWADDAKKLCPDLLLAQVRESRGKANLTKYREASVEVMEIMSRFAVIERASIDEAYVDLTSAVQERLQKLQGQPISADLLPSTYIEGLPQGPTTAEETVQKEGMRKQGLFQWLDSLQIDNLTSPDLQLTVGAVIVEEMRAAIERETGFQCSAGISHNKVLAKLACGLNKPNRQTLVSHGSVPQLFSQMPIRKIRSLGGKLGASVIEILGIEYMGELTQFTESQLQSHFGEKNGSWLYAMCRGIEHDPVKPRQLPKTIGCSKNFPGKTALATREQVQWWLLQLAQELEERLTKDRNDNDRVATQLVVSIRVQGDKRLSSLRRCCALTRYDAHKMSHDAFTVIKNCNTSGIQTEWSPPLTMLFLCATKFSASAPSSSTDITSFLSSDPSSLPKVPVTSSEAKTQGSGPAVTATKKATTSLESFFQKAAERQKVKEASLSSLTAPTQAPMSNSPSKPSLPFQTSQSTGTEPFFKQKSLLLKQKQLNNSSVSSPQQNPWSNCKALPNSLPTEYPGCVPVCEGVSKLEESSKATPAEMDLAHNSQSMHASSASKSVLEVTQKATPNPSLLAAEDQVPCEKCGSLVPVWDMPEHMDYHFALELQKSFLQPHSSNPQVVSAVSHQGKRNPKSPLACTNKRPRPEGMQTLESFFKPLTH
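Fluorescent replication assay: 50 nM final substrate added after a 15 min room-temperature compound preincubation with 10 nM enzyme. Signal taken at 0 min and again at 10 min.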
Pol kappa inh = DNA polymerase kappa (human) inhibition | purified Pol kappa, fluorescent DNA synthesis assay, 10 min | Q9UBT6 | Potency, µM (doses to about 107 µM), for inactives: at the highest dose activity, negative = inhibition, usual class: inhibitors | AID 588579 | 0.53% of 400,000 active; further: potency means the concentration at half of the fitted maximal effect; on the % scale 0 is the no-effect control and ±100 the full control effect
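Here, compound and 10 nM enzyme are combined for 15 min at room temperature; adding 50 nM substrate (final) starts DNA synthesis, tracked by fluorescence at 0 and 10 min against buffer-only wells.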
Tb PGK inh = blocks T. brucei phosphoglycerate kinase | P07378 | PGK/GAPDH coupled, Kinase-Glo luminescence, 60 min | Potency, µM (top dose mostly 57.5 µM), without a hit: at the highest dose activity change, negative = inhibition, usual class: inhibitors | 0.043% of 380,000 active; further: potency means the concentration at half of the fitted maximal effect; on the % scale 0 is the no-effect control and ±100 the full control effect; nearly all actives have a fitted effect of over 60% in size
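Recombinant glycosomal PGK reaction used 1,3-bisphosphoglycerate generated in-well by GAPDH (100nM final) in 100mM TEA pH 7.6, 5mM MgCl2, 0.01% Tween-20. After 60 minutes at room temperature, ATP was read by Kinase-Glo Plus luminescence end-point.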
APEX1 inh = inhibitors of human APE1 endonuclease; recombinant APE1, TAMRA/BHQ-2 abasic DNA cleavage fluorescence; P27695; Potency, µM (titrated, usually from 65.8 µM), inactives show top-dose activity change, negative = inhibition, most hits filed as inhibitors; AID 2517; 0.35% of 350,000 active;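 further: potency means the concentration at half of the fitted maximal effect; plate controls were vehicle for no effect and reference inhibitor for full effect; nearly all actives have a fitted effect of over 55% in size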
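Endonuclease cleavage of a quenched abasic-site DNA duplex (50 nM) by APE1 (0.75 nM) was tracked by TAMRA dequenching. Compounds were preincubated with enzyme 15 min at room temperature; data normalized to buffer-only and DMSO wells plus NSC13755 control.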
BLM inh = inhibitors of human Bloom syndrome helicase BLM; 0.2% of 350,000 active; recombinant BLM DNA unwinding, fluorescence dequenching; Potency, µM (top dose mostly 56.1 µM), for the others: at the top dose activity change, negative = inhibition, most hits filed as inhibitors; P54132;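 further: potency means the concentration at half of the fitted maximal effect; plate controls were vehicle for no effect and no enzyme for full effect; nearly all actives have a fitted effect of over 35% in size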
RXFP1 antagonist = antagonists of human relaxin receptor RXFP1 | Q9HBX9 | HEK293-RXFP1, relaxin-stimulated cAMP HTRF, 30 min; active compounds read low | activity change, negative = inhibition, % at 57.5 µM | 0.59% of 350,000 active;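 active means activity change of -60% or lower, but not beyond a set lower limit; inconclusive means change between -60% and -40%, or beyond the set limit; inactive means change above -40%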; further: on the % scale 0 is the no-effect control and ±100 the full control effect
Pol beta inh = inhibitors of human DNA polymerase beta; 1.3% of 340,000 active; Potency, µM (top dose mostly 114 µM), for the others: top-dose activity change, negative = inhibition, most hits filed as inhibitors; Pol beta primer extension/strand displacement, fluorescence kinetic; further: potency means the concentration at half of the fitted maximal effect; on the % scale 0 is the no-effect control and ±100 the full control effect
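Reaction started by 50 nM substrate onto compound-treated Pol beta (10 nM, 15 min preincubation, room temperature); plates read at 0 min and 10 min. Normalized concentration-effect data fitted by four-parameter Hill equation.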
* hit, by the source's call; [ ] = remark or other dose. Unless noted, the call rests on the fitted dose curve; in most records, active means well fitted curve in the direction sought with a large enough effect; inconclusive means small, poorly fitted or top-dose-only effect, or another doubt; inactive means no such curve, though single readings can be large; an effect the other way counts as inactive or inconclusive. Not all compounds are listed; the hit share may differ from the screen's.

Start of the data: the first three records, ahead of the listing:
`COC(=O)C(Cc1ccccc1)NC(=O)CC(C)CC(=O)Nc1ccc(C)cc1` (stereo not drawn) gave Pol iota inh 57%[activator], Apoferritin bind -7%, POLH inh -4%, Pol kappa inh 9%, Tb PGK inh inactive, APEX1 inh 18%, BLM inh -4%, RXFP1 antagonist -5 and Pol beta inh 1%.
O=C(CSCc1ccccc1)Nc1nccs1 was read as Pol iota inh -3%, Apoferritin bind -22%, POLH inh -16%, Pol kappa inh -16%, Tb PGK inh -6%, APEX1 inh -4%, BLM inh 0%, RXFP1 antagonist -5 and Pol beta inh 7%.
Screening COCC(C)Nc1ncnc2c1cnn2-c1ccc(Cl)cc1 (stereo not drawn) returned Pol iota inh 9%, Apoferritin bind -3%, POLH inh -18%, Pol kappa inh -6%, Tb PGK inh -1%, APEX1 inh -8%, BLM inh -8%, RXFP1 antagonist -13 and Pol beta inh 20%.

This part in full, from the start:
`COC(=O)C(Cc1ccccc1)NC(=O)CC(C)CC(=O)Nc1ccc(C)cc1` (stereo not drawn) gave Pol iota inh 57%[activator], Apoferritin bind -7%, POLH inh -4%, Pol kappa inh 9%, Tb PGK inh inactive, APEX1 inh 18%, BLM inh -4%, RXFP1 antagonist -5 and Pol beta inh 1%.
O=C(CSCc1ccccc1)Nc1nccs1 was read as Pol iota inh -3%, Apoferritin bind -22%, POLH inh -16%, Pol kappa inh -16%, Tb PGK inh -6%, APEX1 inh -4%, BLM inh 0%, RXFP1 antagonist -5 and Pol beta inh 7%.
Screening COCC(C)Nc1ncnc2c1cnn2-c1ccc(Cl)cc1 (stereo not drawn) returned Pol iota inh 9%, Apoferritin bind -3%, POLH inh -18%, Pol kappa inh -6%, Tb PGK inh -1%, APEX1 inh -8%, BLM inh -8%, RXFP1 antagonist -13 and Pol beta inh 20%.
For c1ccc(C2=Nc3cccnc3C(c3ccccc3)=NN2)cc1 the results were Pol iota inh 42%[activator], Apoferritin bind -9%, POLH inh -8%, Pol kappa inh -2%, Tb PGK inh -8%, APEX1 inh 3%, BLM inh -15%, RXFP1 antagonist 6 and Pol beta inh -3%.
`COCCNC(=O)C1CCN(S(=O)(=O)c2c(C)noc2/C=C/c2cccs2)CC1` gave Pol iota inh 27%, Apoferritin bind -3%, POLH inh -8%, Pol kappa inh 4%, Tb PGK inh 0%, APEX1 inh 6%, BLM inh 1%, RXFP1 antagonist 7 and Pol beta inh 10%.
Screening COc1ccc(CCNC(=O)c2cc3sccc3n2C)cc1OC returned Pol iota inh -7%[58.9 µM], Apoferritin bind -9%, POLH inh -7%, Pol kappa inh -3%, Tb PGK inh inactive, APEX1 inh -4%, BLM inh -1%, RXFP1 antagonist -3 and Pol beta inh 1%.
Screening C=CC[C@@H](CC(=O)N(CCO)Cc1ccccc1)C(=O)N[C@H](C)COC(=O)[C@@H](CC=C)Cc1ccc(F)cc1 returned Pol iota inh 9%, POLH inh -13%, Pol kappa inh 1%, Tb PGK inh 9% and APEX1 inh -18%.
COc1cccc(NC(=O)Cn2c(=O)n(C)c(=O)c3sc4c(c32)COC(C)(C)C4)c1 was read as Pol iota inh 12%, Apoferritin bind -7%, POLH inh -16%, Pol kappa inh -6%, Tb PGK inh -5%, APEX1 inh -12%, BLM inh -1%, RXFP1 antagonist -7 and Pol beta inh 26%.
`COc1ccc(N2C(=O)CS(=O)(=O)C23C(=O)N(Cc2ccccc2F)c2ccccc23)cc1Cl` (stereo not drawn) gave Pol iota inh -12%, Apoferritin bind 6%, POLH inh -12%, Pol kappa inh 0%, Tb PGK inh inactive, BLM inh -4% and Pol beta inh 23%.
For COc1ccc(S(=O)(=O)N(C)CC(=O)NCCN2CCOCC2)cc1 the results were Pol iota inh 12%, Apoferritin bind -4%, POLH inh -3%, Pol kappa inh 10%, Tb PGK inh 6%, APEX1 inh 23%, BLM inh -5%, RXFP1 antagonist -15 and Pol beta inh 0%.
CCOC(=O)CSc1nc2c(sc(=S)n2Cc2ccco2)c(=O)n1-c1ccccc1 was read as Pol iota inh 7%, Apoferritin bind -18%, POLH inh -12%, Pol kappa inh -13%, Tb PGK inh 2%, APEX1 inh -4%, BLM inh -9%, RXFP1 antagonist -4 and Pol beta inh 24%.
`COc1ccc(C(=O)N2N=C(c3ccccc3)CC2(O)C(F)(F)F)cc1` (stereo not drawn) gave Pol iota inh 25%, Apoferritin bind inconclusive, POLH inh -16%, Pol kappa inh -3%, Tb PGK inh 0%, APEX1 inh -3%, BLM inh -8%, RXFP1 antagonist -11 and Pol beta inh -1%.
Screening CCOC(=O)c1cccc(NC(=O)CCNS(=O)(=O)c2cc(Br)cnc2N)c1 returned Pol iota inh -1%, Apoferritin bind -5%, POLH inh -13%, Pol kappa inh -18%, Tb PGK inh -1%, APEX1 inh 36%, BLM inh -6%, RXFP1 antagonist 9 and Pol beta inh 28%.
Screening COC(=O)c1ccccc1NC(=O)C1COc2ccccc2O1 (stereo not drawn) returned Pol iota inh -35%, Apoferritin bind -6%, POLH inh -2%, Pol kappa inh -19%, Tb PGK inh 0%, APEX1 inh 6%, BLM inh -1%, RXFP1 antagonist -8 and Pol beta inh -4%.
Cc1nnc(N2CCC(C(=O)NCCc3ccccc3)CC2)c2nn(-c3ccc(Cl)cc3)c(C)c12 was read as Pol iota inh -10%, Apoferritin bind -19%, POLH inh -6%, Pol kappa inh 1%, Tb PGK inh -5%, BLM inh -7%, RXFP1 antagonist -17 and Pol beta inh -11%.
Screening CCN(C[C@H]1N[C@@](CC)(C(=O)OC)[C@H]2C(=O)N(Cc3ccccc3)C(=O)[C@@H]12)S(=O)(=O)c1ccc(F)cc1 returned Pol iota inh 13%, POLH inh -16%, Pol kappa inh 0%, Tb PGK inh 2% and APEX1 inh -17%.
COc1ccc(OC)c(NC(=O)CSC2=Nc3ccccc3C3=NC(CC(=O)NCc4ccc(F)cc4)C(=O)N23)c1 (stereo not drawn) was read as Pol iota inh -6%, Apoferritin bind -6%, POLH inh -10%, Pol kappa inh -8%[60.1 µM], Tb PGK inh -2%, BLM inh 4%, RXFP1 antagonist -12 and Pol beta inh -24%.
Screening O=C(Nc1ccccn1)C1CCN(C(=O)c2ccc(F)cc2)CC1 returned Pol iota inh 14%, POLH inh -6%, Pol kappa inh -16%, Tb PGK inh inactive, APEX1 inh -3% and RXFP1 antagonist -2.
C/C(CS(=O)(=O)c1ccccc1)=N\O was read as Pol iota inh 50%[activator], Apoferritin bind -2%, POLH inh -8%, Pol kappa inh -8%, Tb PGK inh -9%, APEX1 inh -9%, BLM inh -3%, RXFP1 antagonist -7 and Pol beta inh inconclusive.
Cc1ccc(C(C(=O)NC(C)(C)C)N(Cc2ccc3c(c2)OCO3)C(=O)c2ccc(CN3CCOCC3)o2)o1 (stereo not drawn) was read as Pol iota inh 71%[activator], Apoferritin bind -6%, POLH inh -4%, Pol kappa inh -1%, Tb PGK inh 4%, APEX1 inh 4%, BLM inh 1%, RXFP1 antagonist -22 and Pol beta inh 2%.
Screening Cc1cc(C)c(OCC(=O)OCC(=O)NNC(=O)c2ccccc2F)c(C)c1 returned Pol iota inh -13%, POLH inh -11%, Pol kappa inh 1%, Tb PGK inh 0%, APEX1 inh 27% and RXFP1 antagonist 3.
`N#C/C(=C\c1ccccc1)c1n[nH]c(Cn2cncn2)n1` gave Pol iota inh -15%, Apoferritin bind -7%, POLH inh -10%, Pol kappa inh 6%, Tb PGK inh inactive, APEX1 inh 8%, BLM inh -4%, RXFP1 antagonist -27 and Pol beta inh 5%.
CCOc1ccc(C(=O)Nc2cccc(-c3nc4cc(Cl)cc(Cl)c4o3)c2)cc1 was read as Pol iota inh 13%, Apoferritin bind -1%, POLH inh -17%, Pol kappa inh 12%, Tb PGK inh -4%, BLM inh -2%, RXFP1 antagonist -2 and Pol beta inh -1%.
For COC(=O)c1c(NC(=O)COc2c(C)cccc2C)sc2c1CCCC2 the results were Pol iota inh 8%, Apoferritin bind -9%, POLH inh 1%, Pol kappa inh -3%, Tb PGK inh -1%, BLM inh -5%, RXFP1 antagonist -12 and Pol beta inh 1%.
`Cc1ccc(CN2CC(C(=O)Nc3ncc(C)s3)CC2=O)cc1` (stereo not drawn) gave Pol iota inh 19%, POLH inh 3%, Pol kappa inh -4%, Tb PGK inh -1%, APEX1 inh 1% and RXFP1 antagonist -7.
O=C(Nc1ccc(N=Nc2ccccc2)c(NC(=O)C2CCCO2)c1)C1CCCO1 (stereo not drawn) was read as Pol iota inh 74%[activator], Apoferritin bind -16%, POLH inh -11%, Pol kappa inh -7%, Tb PGK inh -1%, APEX1 inh -2%, BLM inh -9%, RXFP1 antagonist -20 and Pol beta inh inconclusive.
`CO/C=C/C#CC1(O)CCN(C)CC1` gave Pol iota inh 8%, Apoferritin bind -6%, POLH inh -6%, Pol kappa inh 3%, Tb PGK inh 14%, APEX1 inh 7%, BLM inh 0%, RXFP1 antagonist -4 and Pol beta inh 0%.
Screening CCOc1cc(/C=C2/C(=O)ON=C2C)cc(Br)c1O returned Pol iota inh -25%, Apoferritin bind -8%, POLH inh inconclusive, Pol kappa inh -6%, Tb PGK inh 8%, APEX1 inh 12%, BLM inh -2%, RXFP1 antagonist 2 and Pol beta inh 3%.
COc1ccc(C)cc1S(=O)(=O)N(C)CC(=O)NCc1ccccn1 was read as Pol iota inh 91%[activator], Apoferritin bind -10%, POLH inh -7%, Pol kappa inh 0%, Tb PGK inh 12%, APEX1 inh -10%, BLM inh 1%, RXFP1 antagonist 3 and Pol beta inh 20%.
O=c1ccc(OCCOc2ccccc2)nn1-c1ccccc1 was read as Pol iota inh -8%, Apoferritin bind -16%, POLH inh -4%, Pol kappa inh -1%, Tb PGK inh inactive, APEX1 inh 2%, BLM inh -3%, RXFP1 antagonist -1 and Pol beta inh 0%.
